Screening data: PubChem BioAssay, National Center for Advancing Translational Sciences (NCATS)
D2 ag: D2 dopamine receptor (human) agonism; P14416; HEK293 T-REx D2 cells, calcium flux agonist mode; activation, % at 2 µM; 340,000 compounds, 0.53% hits; AID 485358;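 active means activation over 3 SD above normal in the single-dose calcium agonist read, cut at about 30% in these data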; further: 0% is about no effect
Target sequence (P14416 whole entry, looked up): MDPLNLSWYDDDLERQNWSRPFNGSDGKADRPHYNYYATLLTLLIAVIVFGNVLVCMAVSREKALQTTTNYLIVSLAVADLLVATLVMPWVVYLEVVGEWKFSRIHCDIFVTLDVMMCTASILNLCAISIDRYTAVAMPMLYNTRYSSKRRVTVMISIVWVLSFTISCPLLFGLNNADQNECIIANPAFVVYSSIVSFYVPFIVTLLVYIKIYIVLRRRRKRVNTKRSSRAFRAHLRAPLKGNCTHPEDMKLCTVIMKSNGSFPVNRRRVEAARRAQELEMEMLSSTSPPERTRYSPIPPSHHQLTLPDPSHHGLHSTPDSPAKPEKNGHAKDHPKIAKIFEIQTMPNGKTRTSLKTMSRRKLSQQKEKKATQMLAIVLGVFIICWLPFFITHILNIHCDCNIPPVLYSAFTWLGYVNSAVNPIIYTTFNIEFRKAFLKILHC
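In this primary screen, compounds producing a positive calcium signal within 180 s of addition to tetracycline-induced, force-coupled HEK293 Trex D2 cells are flagged; cells are dye-loaded with a no-wash calcium kit beforehand.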
D2 PAM: positively modulates the human D2 dopamine receptor allosterically | AID 485347 | HEK293 T-REx D2, calcium flux, EC20 dopamine potentiation | 340,000 compounds, 0.34% hits | potentiation, % at 10 µM | P14416;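 active means potentiation over 3 SD above the plate norm, cut at about 30% in these data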; further: 0% is about no effect
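Potentiation of an EC20 dopamine calcium response measured kinetically over 180 s, after a preceding 180 s compound-only read flagging agonists. Cells: inducible Hek293 Trex D2 line, 4000/well, cultured overnight at 30 C before dye loading.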
D2 antagonist: antagonists of human D2 dopamine receptor. P14416. HEK293 TREx D2 cells, calcium flux, dopamine EC80. inhibition, % at 10 µM. 340,000 compounds, 2% hits. AID 485344; in the data active means inhibition above about 30%; further: 0% is about no effect
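Calcium mobilization kinetics were recorded at 1 s intervals in tetracycline-induced HEK293 T-REx D2 cells, first for 180 s after compound addition and then 180 s after EC80 dopamine.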
D1 PAM: potentiators of human D1 dopamine receptor | P21728 | HEK293 TREx D1 cells, calcium flux, dopamine EC20 potentiation | potentiation, % at 10 µM | 360,000 compounds, 0.036% hits; in the data active means potentiation above about 30%; further: 0% is about no effect
Target sequence (P21728 whole entry, looked up): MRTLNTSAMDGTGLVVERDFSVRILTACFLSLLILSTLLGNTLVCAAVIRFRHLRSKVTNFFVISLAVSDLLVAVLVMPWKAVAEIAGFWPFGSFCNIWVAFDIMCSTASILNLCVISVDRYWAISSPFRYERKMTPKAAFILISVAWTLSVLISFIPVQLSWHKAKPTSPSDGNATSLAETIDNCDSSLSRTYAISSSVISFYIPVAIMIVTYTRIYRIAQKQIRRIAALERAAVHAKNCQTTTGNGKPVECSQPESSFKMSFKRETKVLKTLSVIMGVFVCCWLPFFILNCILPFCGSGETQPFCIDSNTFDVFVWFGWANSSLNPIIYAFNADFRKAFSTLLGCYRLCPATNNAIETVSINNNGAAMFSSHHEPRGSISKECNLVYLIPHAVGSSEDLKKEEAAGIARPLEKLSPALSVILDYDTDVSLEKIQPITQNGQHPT
TRHR PAM: allosteric enhancers of human TRH receptor | enhancement, % at 2 µM | 360,000 compounds, 0.66% hits | TRHR cells, fluo-8 calcium fluorescence, EC20 TRH enhancement | P34981; in the data active means enhancement above about 30%; further: 0% is about no effect
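TRHR-expressing cells loaded with fluo-8 calcium dye were read kinetically (ex 480/em 530) during compound addition, then stimulated with an EC20 of TRH (10 nM final). Enhancement of the Gq-mediated intracellular calcium response was scored.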
RXFP1 antag: antagonists of human relaxin receptor RXFP1; HEK293-RXFP1, relaxin-stimulated cAMP HTRF, 30 min; active compounds read low; 350,000 compounds, 0.59% hits; activity change, negative = inhibition, % at 57.5 µM; Q9HBX9;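 active means activity change of -60% or lower, but not beyond a set lower limit; inconclusive means change between -60% and -40%, or beyond the set limit; inactive means change above -40%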; further: on the % scale 0 is the no-effect control and ±100 the full control effect
TRHR agonist: agonists of human TRH receptor. 360,000 compounds, 0.18% hits. activation, % at 2 µM. AID 493084. TRHR cells, calcium flux fluo-8, FDSS agonist mode; further: 0% is about no effect
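In this calcium-flux screen, cells bearing human TRHR are dye-loaded with fluo-8, baselined for 10 cycles, then exposed to library compounds; positive kinetic calcium responses during the agonist phase mark hits, with TRH as control.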
D1 antagonist: blocks dopamine activation of the human D1 receptor | AID 504652 | 360,000 compounds, 3.2% hits | P21728 | HEK293 TREx D1 cells, calcium flux, dopamine EC80; active compounds read low | activity change, negative = inhibition, % at 10 µM; in the data active means activity change below about -30%; further: on the % scale 0 is the no-effect control and ±100 the full control effect
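Compound effects on dopamine-evoked calcium signalling were measured in tetracycline-induced HEK293 Trex D1 cells. Dopamine at EC80 followed a 180 s compound pre-read, and fluorescence was tracked kinetically for 180 s more.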
D1 ag: agonists of human D1 dopamine receptor | P21728 | activation, % at 2 µM | HEK293 T-REx D1 cells, calcium flux, agonist mode | 360,000 compounds, 1% hits; further: 0% is about no effect
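Inducible HEK293 T-REx D1 cells, force-coupled to calcium signalling, were plated at 4000 cells/well with tetracycline and held overnight at 30 C. After no-wash calcium dye loading, compound-evoked calcium rise over 180 s flagged agonists.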
The depositor's hits bear a star; ? = inconclusive; . = not tested or not shown; & = joins results of further samples. Unless noted, no stated cut-off is given here; in the data, active means activation above about 30%; inactive means the rest.

Values in the order: D1 antagonist	D2 antagonist	TRHR PAM	RXFP1 antag	D2 PAM	D1 PAM	TRHR agonist	D1 ag	D2 ag
CCc1cccc(C)c1NS(=O)(=O)c1c(C)nc2sccn2c1=O
    -6.9&4.8	0.1	-3.4&17.1	-6.2	-2.2&1.2	-2.6&1.2	0.3&-0.1	-0.8&0.6	0.0&1.0
Cc1ccc(C(=O)NC2CCCCCC2)o1
    12.2	-1.3	0.0	-2.1	17.6	-1.9	0.0	-0.7	-1.8
CC(C)CC(=O)N/C(N)=N/c1nc2ccccc2o1
    3.8	-0.1	-2.1	-13.4	6.3	-5.9	0.5	5.7	0.8
CN(C)c1ccc(C(=S)N2CCCC2)cc1Br
    3.1	-25.3	19.6	0.3	8.6	-5.3	0.2	-1.1	0.7
Cn1c(CN2CCOCC2)nc2cc(NC(=O)c3ccccc3[N+](=O)[O-])ccc21
    2.1	.	10.2	4.7	-6.1	-0.3	-0.8	1.5	-1.7
COc1ccccc1NC(=O)C1=C(C)Nc2nc(SCc3ccc(Cl)cc3)nn2C1c1ccccc1Cl (configuration not stated)
    27.0	.	2.6	-19.5	14.5	-0.1	0.9	2.2	-0.7
Cc1ccc(NS(=O)(=O)c2ccc(-c3ccc(=O)[nH]n3)o2)cc1N(C)C
    2.3	9.3	-0.7	-23.0	6.3	2.0	0.5	0.9	0.0
CCCN(CCC)CCNC(=O)C(NS(=O)(=O)c1ccc2c(c1)CCC(=O)N2)c1ccccc1 (configuration not stated)
    4.2	-0.8	-0.9	4.4	6.4	-4.3	0.2	2.5	0.6
CCOc1ccc(Cl)cc1C(c1c(C)[nH][nH]c1=O)c1c(C)[nH][nH]c1=O
    -3.2	2.2	10.9	7.3	2.5	-1.9	0.2	1.1	0.4
CCn1c(SCC(=O)Nc2ccc(OC)c(S(=O)(=O)N3CCCCC3)c2)nnc1C1CC1
    0.7	-5.4	-13.5	-8.6	28.4	-3.9	-0.3	1.4	-0.7
Cc1cccc(C)c1NC(=O)C(C)c1ccc(-c2ccccc2)c(F)c1 (configuration not stated)
    7.5	-0.3	-1.2	0.4	4.5	4.4	-0.3	1.3	-0.1
Cc1ccc(-n2cnn(-c3ccc([N+](=O)[O-])cc3[N+](=O)[O-])c2=O)cc1
    -27.8	3.7	-7.2	22.2	6.0	5.5	-0.4	3.8	-0.2
NC(=O)c1ccc(Oc2ccc(Cl)cc2)c([N+](=O)[O-])c1
    -11.1	-2.9	1.7	6.7	-4.4	3.0	-0.3	0.5	-1.0
O=C(Nc1cccnc1)c1ccccc1O
    .	13.7	-5.2	-9.7	6.0	-1.6	-0.4	0.0	-0.5
CCOc1ccc(CCNC(=O)c2cccc(-n3c(C)nc4cccnc43)c2C)cc1
    -0.4	.	-1.8	-24.7	-6.2	1.1	-0.2	0.6	0.1
C=CCn1c(SCC(=O)NC(=O)NCc2ccco2)nc2sc(CC)cc2c1=O
    -6.4	-0.8	5.7	-14.6	7.3	-5.1	-0.4	1.4	-0.2
Cc1[nH]c(=O)[nH]c(=O)c1S(=O)(=O)N1CCCC(C(=O)NCc2ccccc2Cl)C1 (configuration not stated)
    0.0	.	11.3	.	.	-0.3	-0.2	5.3	.
Cc1nn(C(C)C(=O)Nc2cccc(F)c2)c(=O)c2c1sc1ccccc12 (configuration not stated)
    -9.9	.	1.3	-26.9	.	0.7	-0.3	-0.3	0.2
CCOc1ccc(NC(=S)N(Cc2ccc(Cl)cc2)Cc2ccco2)cc1
    -13.8	-14.2	-8.6	25.4	-9.4	-3.4	0.3	1.2	0.1
Cc1ccccc1CNC(=O)c1cnc2sc(N3CCC(C)CC3)nn2c1=O
    4.3	.	2.6	-5.2	-1.3	-1.9	-0.5	2.7	-0.5
CCCN1CCN(CCCNC(=O)Cn2nc(C)n3c(cc4cc(OC)ccc43)c2=O)CC1
    -2.2	-33.8	19.4	7.6	-8.2	-0.8	-0.8	0.7	1.1
COC(=O)c1ccc(NC(=O)Cn2nnc3ccccc32)cc1
    -2.7	-6.1	0.1	-11.9	.	-5.5	0.1	7.5	2.5
O=C(CN1C2=NCCCN2c2ccccc21)c1cccs1
    0.9	0.1	-7.7	-4.9	-9.9	-1.6	0.3	2.0	-0.3
COc1ccccc1N1CCN(C(=O)c2cc3n(n2)C(C(F)(F)F)CC(c2ccco2)N3)CC1 (configuration not stated)
    7.9	-12.2	-7.0	-3.1	7.7	8.7	1.4	5.3	3.2
C=CCOc1c(CCC)cc(CCC)cc1C(N)=O
    -5.2	-0.3	-6.1	-7.8	-0.5	-0.3	0.5	5.4	-2.3
Cc1oc(-c2ccc(Cl)cc2)nc1CN1CCCC(C(=O)NCc2ccco2)C1 (configuration not stated)
    -6.8	-3.1	-0.5	-11.4	-16.2	-8.6	-0.6	5.1	-0.9
O=C(/C=C/c1ccc(Cl)cc1)NC(=S)Nc1ccc(C(=O)O)cc1
    0.2	2.3	1.8	0.3	3.4	4.7	0.0	1.4	1.1
CC1CC(C)(C)NC(=S)N1CCCC(=O)NCCc1ccc(Cl)cc1 (configuration not stated)
    -1.2	0.3	1.0	-27.8	-0.9	-0.7	-0.2	-0.6	0.2
CCOc1ccc(CC(=O)NCc2ccc3c(c2)cc(C)n3C)cc1
    13.1	18.4	3.0	-0.9	8.0	-3.5	-0.3	0.7	-4.1
CCOc1ccc(/C=N/NC(=O)c2c(-c3ccccc3)noc2C)cc1
    -2.6	-6.5	-4.4	-2.8	3.2	-3.7	1.6	3.3	1.0
CC(C)(C)C1CCC(OC(=O)CCC(=O)Nc2ccccc2)CC1 (configuration not stated)
    -8.0	10.2	8.1	.	-4.7	5.1	1.0	4.2	1.0
Cc1cccc(CN2CCN(c3nc4nonc4nc3NC3CC3)CC2)c1
    7.3	-5.5	-4.6	-18.0	5.5	-8.0	0.9	1.3	0.0
NC(=S)N(c1ccccc1)c1ccccc1
    2.8	11.3	-2.1	-9.4	0.8	-5.2	-0.6	8.5	-0.7
O=C(Nc1ccc2c(c1)OCCO2)c1cnc2n(c1=O)CCS2
    -8.9	-7.0	-3.8	.	-4.6	-1.8	0.0	1.2	0.4
Cc1cccc2sc(NNC(=O)c3cc(=O)c4ccccc4o3)nc12
    -13.2	-32.3	0.4	.	9.5	3.0	2.4	1.5	-0.2
Cc1cc([N+](=O)[O-])nn1CC(=O)Nc1ccc(F)cc1
    4.5	-15.6	14.4	-15.9	8.6	-0.2	0.7	2.4	0.0
CN(C)S(=O)(=O)N1CCN(CC(=O)Nc2cc(Cl)ccc2Cl)CC1
    -18.7	0.1	-3.6	-16.4	9.2	-11.2	-0.1	6.8	1.7
Cc1ccc(NC(=O)CNC(=O)Cc2cccc3ccccc23)c(O)c1
    0.7	-16.0	8.9	-19.7	10.9	-4.1	-0.4	4.4	-0.3
COCCn1c(-c2cccc(Br)c2)nc2c(c(=O)c3ccccc3n2C)c1=O
    19.1	-13.5	0.4	-1.1	23.4	3.2	-0.2	6.4	-2.4
COC(=O)Nc1ccccc1C(=O)N1CCN(c2ccc(C)cc2)CC1
    -0.2	13.6	3.6	-7.9	3.4	5.9	-0.5	1.3	-2.8
Cc1cccc(N2CCN(Cc3nc(-c4cccc(Cl)c4)oc3C)CC2)n1
    19.6	9.0	0.3	-30.2	-13.8	-0.1	-0.2	1.2	34.4*
Cc1ccc(Cl)c(OCC(=O)OCC(=O)NC2CCCc3ccccc32)c1 (configuration not stated)
    -17.8	-7.8	-2.6	-4.7	8.3	-2.0	0.7	9.8	-0.4
CN(Cc1ccccc1)S(=O)(=O)c1ccc2c(c1)OCCO2
    0.2	-6.8	2.9	-17.4	-7.1	-0.8	-0.3	4.5	0.3
S=C(Nc1cccc(Cl)c1)NC1CC2CCCC(C1)N2C1CCCC1 (configuration not stated)
    -9.6	-9.2	-1.3	-14.2	-1.4	-11.3	2.4	9.9	1.8
Cc1oc2ccc(OS(C)(=O)=O)cc2c1C(=O)OC(C)C
    9.2	-18.1	4.5	-36.6	.	-3.5	-0.6	3.6	0.2

The closing 3 entries of the section before lead into the next.
Values in the order: D1 antagonist	D2 antagonist	TRHR PAM	RXFP1 antag	D2 PAM	D1 PAM	TRHR agonist	D1 ag	D2 ag
CN(Cc1ccccc1)S(=O)(=O)c1ccc2c(c1)OCCO2
    0.2	-6.8	2.9	-17.4	-7.1	-0.8	-0.3	4.5	0.3
S=C(Nc1cccc(Cl)c1)NC1CC2CCCC(C1)N2C1CCCC1 (configuration not stated)
    -9.6	-9.2	-1.3	-14.2	-1.4	-11.3	2.4	9.9	1.8
Cc1oc2ccc(OS(C)(=O)=O)cc2c1C(=O)OC(C)C
    9.2	-18.1	4.5	-36.6	.	-3.5	-0.6	3.6	0.2
O=C(O)C1CCCCC1C(=O)Nc1ccc2c(c1)OCO2 (configuration not stated)
    0.7	7.9	-2.1	-8.2	-2.5	.	0.8	7.7	2.0
O=C(NCc1ccc2c(c1)OCO2)C1(S(=O)(=O)c2ccccc2)CC1
    1.0	19.9	-0.5	6.1	4.6	-3.3	-0.2	-0.6	0.3
O=C(c1ccc2nc(N3CCOCC3)sc2c1)N1CCC(Cc2ccccc2)CC1
    13.8	31.8*	4.4	?	-4.2	-6.8	1.7	7.3	0.5
COc1cccc(C(=O)NC(=S)Nc2ccccc2N2CCOCC2)c1
    34.6	-21.6	1.7	-6.1	10.3	3.8	0.3	2.5	-0.6
CN(Cc1ccccc1)S(=O)(=O)c1ccc2[nH]c(=O)oc2c1
    -37.8*	6.0	-1.7	.	-0.5	3.6	0.5	6.8	0.1
O=[N+]([O-])c1ccccc1Oc1ccc(Cl)c2cccnc12
    -12.3	-7.7	0.1	-25.7	-3.0	-0.9	3.4	4.4	0.8
